# CDK5 p35 inh = inhibitors of human CDK5/p35 kinase. Q00535+Q15078. 0.01% of 330,000 active. inhibition, % at 10 µM. AID 488839. Recombinant CDK5/p35, ADP-Glo luminescence, 60 min;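 active = highest replicate inhibition of at least 50% and at least 75% of replicates reaching 50%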;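 note: plate controls were DMSO neutral control for no effect and GW8510 at 10 µM for full effect; many of its hits are not listed in these tables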
# Target sequence (Q00535 whole entry, looked up): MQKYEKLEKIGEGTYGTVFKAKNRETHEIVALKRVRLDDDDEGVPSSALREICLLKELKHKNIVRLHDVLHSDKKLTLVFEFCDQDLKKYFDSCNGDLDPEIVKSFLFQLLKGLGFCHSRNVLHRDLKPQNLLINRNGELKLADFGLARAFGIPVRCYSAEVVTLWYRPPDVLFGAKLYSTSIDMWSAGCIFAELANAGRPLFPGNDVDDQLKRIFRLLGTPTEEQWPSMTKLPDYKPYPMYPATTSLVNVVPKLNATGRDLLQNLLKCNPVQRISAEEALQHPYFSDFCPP
# Target sequence (Q15078 whole entry, looked up): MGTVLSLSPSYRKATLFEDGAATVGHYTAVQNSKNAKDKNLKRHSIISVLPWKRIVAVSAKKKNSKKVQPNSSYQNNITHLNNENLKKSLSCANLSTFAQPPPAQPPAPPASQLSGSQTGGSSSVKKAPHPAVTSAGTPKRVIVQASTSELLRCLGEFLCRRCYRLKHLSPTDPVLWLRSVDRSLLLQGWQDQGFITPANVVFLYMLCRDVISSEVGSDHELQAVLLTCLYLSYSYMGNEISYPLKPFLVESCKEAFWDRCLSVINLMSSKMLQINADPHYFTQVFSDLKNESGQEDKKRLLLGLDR
# SR-BI uptake up = enhances SR-BI lipid uptake from DiI-HDL | CHO ldlA[mSR-BI] cells, DiI-HDL uptake fluorescence, 3 h; 100 = double the neutral-control signal | activation, % at 12.5 µM | 0.096% of 320,000 active;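 active = mean replicate activation of at least 60% and every replicate at or above 60%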;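 note: 0% = median plate neutral-control signal and 100% = twice that signal; values of inactives mirror those of a sister screen read the other way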
#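 Material – SR-BI-overexpressing, LDLR-lacking CHO cells · Medium – BSA-supplemented, HEPES-buffered Ham's F12, pH 7.4 · Doses – single concentration · Times – compound with DiI-HDL co-incubation, 3 h at 37 °C · Measured by – bottom-read fluorescence, 550/595 nm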
# dFosB activator = activators of mouse delta FosB homodimer. P13346. purified delta FosB, TAMRA-CDK5 oligo fluorescence polarization; percent of positive-control signal above neutral wells. activation, % at 25 µM. 0.99% of 340,000 active. AID 493131;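 active = mean activation above about 17%, with every replicate also reaching it, limit read from the data, passing the limit was not always enough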;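 note: fluorescence polarization rise as delta FosB binds a TAMRA Cdk5 AP-1 oligo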
# HTR5A ag ctr = counter-screen for OPRM1-OPRD1 agonists: human HTR5A agonism. P47898. HTR5A agonist assay, luminescence, cell-based. activation, % at 9.3 µM. 0.61% of 340,000 active. AID 504692; in the data active = activation mostly above about 9.5%, no sharp cut-off; inactive = mostly below about 7.6%;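 note: 0% = cells with vehicle only and 100% = reference agonist; strong numbers were not always called active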
# PvdQ inh = blocks Pseudomonas aeruginosa PvdQ acylase activity; inhibition, % at 10 µM; purified PvdQ acylase, fluorescence plate reader; 0.063% of 340,000 active; in the data active = inhibition above about 30%, passing the limit was not always enough;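 note: 0% = vehicle neutral wells and 100% = reference inhibitor wells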
# MITF TRPM1 HTS = MITF TRPM1 promoter activation in melanoma cells; SK-MEL-5 TRPM1-promoter luciferase, 24 h; % of positive control, neutral wells = 0; activation, % at 12.5 µM; 0.75% of 300,000 active; AID 588334;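 active = mean activation of at least 80% with every replicate also reaching 80%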;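 note: 0% = neutral control wells and 100% = parthenolide positive control wells; values of inactives mirror those of a sister screen read the other way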
# Rtt109 HAT inh = blocks Candida albicans Rtt109/Vps75 acetyltransferase activity; purified Rtt109/Vps75, ThioGlo CoA-SH fluorescence, 4 h; inhibition, % at 34.9 µM; 0.16% of 330,000 active; AID 540336;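 active = inhibition of at least 50% in every replicate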
# cardiac RTF act = cardiac RTF calcium sensitization; 0.24% of 340,000 active; activation, % at 7.2 µM; AID 493008; IANBD-labeled TnC RTF fluorescence at EC20 calcium; 0% EC20 calcium, 100% full calcium;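 active = activation above the mean over all tested compounds plus 3 SD, cut at about 30% in these data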;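 note: rise in fluorescence read as greater calcium sensitivity of cardiac thin filaments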
# SR-BI DiI inh = mouse SR-BI HDL lipid transfer inhibition; Q61009; ldlA[mSR-BI] CHO cells, DiI-HDL uptake fluorescence, 3 h; inhibition, % at 12.5 µM; 0.96% of 320,000 active; AID 488896;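 active = mean replicate inhibition of at least 70% and a set share of replicates each scoring 70 or more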;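 note: 0% = median of neutral control wells and 100% = median of positive control wells; values of inactives mirror those of a sister screen read the other way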
# Target sequence (Q61009 whole entry, looked up): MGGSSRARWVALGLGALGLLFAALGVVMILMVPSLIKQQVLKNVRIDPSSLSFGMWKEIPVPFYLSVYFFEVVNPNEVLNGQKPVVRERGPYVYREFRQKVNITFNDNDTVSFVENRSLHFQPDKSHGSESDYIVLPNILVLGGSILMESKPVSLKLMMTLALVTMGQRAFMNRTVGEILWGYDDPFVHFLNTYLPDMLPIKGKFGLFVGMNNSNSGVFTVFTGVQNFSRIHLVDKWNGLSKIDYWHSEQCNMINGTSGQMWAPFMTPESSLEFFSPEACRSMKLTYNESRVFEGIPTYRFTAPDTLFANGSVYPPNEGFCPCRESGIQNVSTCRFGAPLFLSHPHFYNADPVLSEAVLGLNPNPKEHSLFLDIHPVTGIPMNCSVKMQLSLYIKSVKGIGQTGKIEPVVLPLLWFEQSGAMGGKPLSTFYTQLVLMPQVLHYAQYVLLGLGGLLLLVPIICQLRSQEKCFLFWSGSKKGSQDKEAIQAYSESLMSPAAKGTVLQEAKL
# Wnt act = activates Wnt/beta-catenin signaling in a reporter cell assay; activator, plate reader; activation, % at 9.35 µM; 1.2% of 300,000 active; in the data active = activation above about 30%, passing the limit was not always enough;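 note: 0% = neutral control wells and 100% = positive control wells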
# Numbers without * were called inactive; . = no result given.
smiles,CDK5 p35 inh,SR-BI uptake up,dFosB activator,HTR5A ag ctr,PvdQ inh,MITF TRPM1 HTS,Rtt109 HAT inh,cardiac RTF act,SR-BI DiI inh,Wnt act
CCOc1ccc(NC(=O)C2CCCN(S(=O)(=O)c3c(C)noc3C)C2)cc1 (stereo unspecified),0.2,6,-4,0,-6,-21,-7,-5,-6,-1
Cc1ccc(S(=O)(=O)N2CCCCC2c2cccnc2)c(C)c1C (stereo unspecified),-1.9,.,-6,13*,-12,-7,1,-2,.,-2
CCCN=C1N(CC)C[C@@H]2[C@@H]3C(=O)N(C)C(=O)[C@@H]3[C@](CC)(C(=O)OC)N12,4.4,-22,-1,-2,-1,-1,-6,-4,22,6
Cc1cc(Nc2cccc(F)c2)nc(NCc2ccccc2)n1,3.4,-15,11,-1,6,-7,7,4,15,5
N#C/C(=C\c1ccc(OCc2ccc(Cl)cc2)cc1)C(=O)Nc1cccc(C(=O)O)c1,0.7,8,-10,0,0,77,-5,-2,-8,28
COc1ccc(S(N)(=O)=O)cc1-c1nnc2c3ccccc3c(C)nn12,0.1,14,-3,-2,8,.,-12,4,-14,1
O=C(Nc1ccc(Oc2ccc3ccccc3c2)cc1)c1ccco1,-2.5,-15,-3,4,-8,11,6,6,15,.
O=C(Nc1ccc(S(=O)(=O)Nc2nccs2)cc1)C1CC(=O)N(c2ccccc2)C1 (stereo unspecified),0.4,0,-7,0,-20,-2,-18,5,0,.
CC12CCC(C(=O)N3CCc4ccccc43)(CC1=O)C2(C)C (stereo unspecified),-0.6,7,-4,6,-6,-14,-6,-5,5,-2
COc1ccccc1CNC(=S)NC1CCCC1,-0.1,16,2,-2,4,4,4,3,-16,-1
COc1ccc([N+](=O)[O-])c(OC)c1C(=O)NC(=O)Nc1c(F)cc(F)cc1F,0.0,0,-10,1,-13,6,3,1,0,1
C#CCOC(=O)C(NC(=O)c1ccccc1)=C1CCCCC1,-0.6,-18,-11,7,-12,-3,-6,-6,18,.
COc1cc2c(cc1OC)CN(Cc1cc(=O)oc3c(C)c(C)ccc13)CC2,0.5,24,1,3,-6,-3,-10,5,-24,.
CCC(C)N(C(=O)COC(=O)CSc1ccc(C)c(C)c1)C1CCS(=O)(=O)C1 (stereo unspecified),-0.3,13,-10,-1,-5,9,0,-1,-13,2
Fc1cccc(Cl)c1CNC(c1ccccc1)c1ccccc1,-1.9,-24,-5,-7,7,-2,24,6,24,-1
Cc1nn2c(nc1=O)NNC2(C)C(C)(C)C (stereo unspecified),1.0,.,6,5,-5,1,-4,0,.,-2
COC(=O)c1ccc(CSc2nnc(-c3ccc4c(c3)OCO4)n2-c2ccccc2)o1,0.9,12,-13,1,-12,7,0,2,-12,.
CCCSc1nc2sc3c(c2c(=O)n1-c1ccc(OC)cc1)CCN(C)C3,-0.3,8,-15,7,1,11,0,-3,-8,-3
Cc1cc(C)cc(C(=O)NN2CCOCC2)c1,-0.4,-4,2,4,-2,-3,4,-1,4,-1
CCOc1ccc(NS(=O)(=O)c2cc(NC(=O)C3CC3)ccc2C)cc1Br,-0.2,-4,-13,-1,4,7,-23,-8,4,-5
COc1ccc(OC)c(CCNC(=O)CCC(=O)N2CCOc3ccc(C)cc32)c1,-5.7,-52,3,9,-19,-11,-7,7,52,-4
CCOc1ccc(NC(=O)CN(C)C(=O)c2c(C)nn(-c3ccc(F)cc3)c2Cl)cc1OCC,-1.3,-83,0,2,-3,2,1,0,83*,-2
COc1cc2c(cc1OC)CN(C(=O)CN1C(=O)NC3(CCCCC3C)C1=O)CC2 (stereo unspecified),-2.2,-20,3,5,-11,-3,-2,6,20,12
COc1ccc(CN2CCNC(=O)C2CC(=O)N(C)Cc2ccccn2)cc1OC (stereo unspecified),-1.7,0,0,1,0,-3,9,-3,0,-9
COc1cc(C)c(Cl)cc1S(=O)(=O)NCCN1CCOCC1,0.6,-3,-8,4,-12,11,-1,1,3,.
O=C(CN(CC1CCCO1)C(=O)CNS(=O)(=O)c1ccc(Cl)cc1)NC1CCCC1 (stereo unspecified),-1.1,.,-6,3,-6,3,-1,-4,.,-1
CC(=O)c1ccc(S(=O)(=O)N2CCN(c3nc(-c4cccnc4)nc4ccccc34)CC2)cc1,1.4,.,-8,-2,-8,1,-2,4,7,0
O=C1C(Cc2ccccc2)SC(=Nc2ccccc2)N1c1ccccc1 (stereo unspecified),-1.4,9,2,-2,-2,4,5,-3,-9,.
O=C(CSC(=S)N1CCCC1)NCC(=O)Nc1ccccc1Br,-0.5,0,6,4,8,-10,-1,-1,0,-2
CCCC1(C)NC(=O)c2ccccc2O1 (stereo unspecified),-1.0,16,0,-2,-13,3,-1,2,-16,-1
CCCCC(NC(C)=O)c1nc2ccccc2[nH]1 (stereo unspecified),0.8,20,3,8,-2,-2,-7,-9,-20,-5
CCCCCN1C/C=C\C(c2ccc(OC)cc2)N(Cc2ccc(F)cc2)C(=O)C1 (stereo unspecified),-5.2,-20,-6,-6,-7,-9,0,-2,20,3
Cc1nc(CN(C)Cc2nc(Cc3cccc(F)c3)no2)cs1,-1.2,16,-3,1,3,2,-2,1,-16,1
O=C(CN1CCC(c2nc3ccccc3s2)CC1)N1CCCCC1,-0.6,2,-2,5,-4,0,6,-3,-2,-2
Cn1nccc1C(=O)N1CCCC(N2CCN(c3cccc(C(F)(F)F)c3)CC2)C1 (stereo unspecified),-0.3,-2,-1,1,-7,-4,3,5,2,1
O=C1N(c2ccccc2)C[C@@H]2C[C@@H](c3cccs3)N3CCC[C@@]123,1.0,.,-2,-4,-4,-2,3,-9,.,1
O=C(NC(CSC(=O)c1ccccc1)C(=O)O)OCc1ccccc1 (stereo unspecified),2.1,8,-4,2,-4,3,5,-2,-8,-6
COc1ccc(C)cc1-n1nnnc1SCC1CCCCO1 (stereo unspecified),0.5,5,-4,3,-11,-4,-12,0,-5,.
CCOC(=O)c1nnn(-c2nonc2-n2cccc2)c1CN1CCC(C)CC1,-0.3,21,0,0,-4,-14,-4,-4,-21,.
CCCCCSc1nc(N2CCOCC2)c2c(c1C#N)CC(C)(C)OC2,-0.7,-44,-8,3,9,-8,-3,-8,44,-7
O=C(CSc1ccc(-c2cccc([N+](=O)[O-])c2)nn1)N1CCCCC1,-0.5,9,-5,-4,-2,9,3,2,-9,0
Cc1ccc(S(=O)(=O)NCCN2CCOCC2)c(C)c1,0.2,-4,-2,3,-6,-14,-10,-8,4,-2
O=C(CSc1nnc(CNC(=O)c2ccco2)o1)Nc1ccc(F)cc1F,-7.2,13,-6,-1,-7,10,5,9,-13,1
CCCCN(C)C(=O)CSc1nc(NCc2ccc(OC)cc2)c2ccccc2n1,1.4,31,-15,9,-12,-1,10,0,-31,.
CC1(C)CC(=O)C2=C(C1)N(c1ccccc1C#N)C(N)=C(C#N)C2c1cccs1 (stereo unspecified),1.5,-3,-1,-1,-22,-11,-1,-5,3,.
Cc1ccc(-n2nnc3c(=O)n(Cc4ccccn4)cnc32)cc1C,1.2,19,-10,3,5,2,-7,-4,-19,-2
CCOCCCn1c(=S)[nH]c2cc(C(=O)N3CCN(c4ccccc4)CC3)ccc2c1=O,2.6,-2,-9,0,-19,-1,2,5,2,-3
N#C/C(=C\c1ccc(-c2ccccc2)cc1)c1nc(-c2ccco2)cs1,-2.2,17,-5,3,-15,21,-11,9,-17,-1
O=C(N/N=C/c1ccc[nH]1)c1cc(-c2ccc(Cl)cc2)nc2ccccc12,-2.0,-93,-2,-8,5,-15,-1,-3,93*,-5
Nc1c(-c2ccccc2)c(CSc2nc3ccccc3[nH]2)nn1-c1ccc(Cl)cc1,-2.5,-59,0,-4,-7,1,10,4,59,-1
COc1ccccc1CNC(=O)CCNS(=O)(=O)c1ccc2c(c1)oc(=O)n2C,0.9,-2,3,0,-11,-6,-11,2,2,-3
O=C(O)c1ccccc1OC(=O)C12CC3CC(CC(C3)C1)C2,1.7,16,4,-3,11,-4,13,1,-16,-2
CC1=C(C)N(C)[C@H](c2ccccc2Br)[C@H](O)C1=O,0.8,44,6,-3,-13,5,9,3,-44,-1
CCCN1CCN(C(=O)Cn2nc(C)n3c(cc4sccc43)c2=O)CC1,-0.8,7,1,5,-4,-5,12,1,-7,-2
Cc1cc(C)cc(NC(=O)CN2CCC(NC(=O)Cc3ccccc3)CC2)c1,0.4,-2,-6,1,-22,-11,-9,7,2,-5
Cc1ccc(-n2nc3c(=O)n(CCCC(=O)NCc4ccc(C)o4)nc(C)c3c2C)cc1,.,-16,-11,-2,-17,-32,10,1,16,1
CCN1CN=C(NS(=O)(=O)c2ccc(C)cc2)NC1,1.7,24,-1,-2,-3,-2,0,-2,-24,.
O=C(O)C1C2C=CC(C2)C1C(=O)N1CCN(C/C=C/c2ccccc2)CC1 (stereo unspecified),-0.3,38,5,-5,-4,-11,2,-3,-38,-1
CC(Cc1ccsc1)NC(=O)CCc1nnc(COc2ccccc2)o1 (stereo unspecified),-0.6,-8,2,0,-10,-9,7,2,8,-1
O=C(CSc1ccc2nnc(-c3ccccc3)n2n1)NCc1ccc2c(c1)OCO2,-1.1,-18,-9,9,-9,.,2,6,15,1

# Going on with the list:
smiles,CDK5 p35 inh,SR-BI uptake up,dFosB activator,HTR5A ag ctr,PvdQ inh,MITF TRPM1 HTS,Rtt109 HAT inh,cardiac RTF act,SR-BI DiI inh,Wnt act
CCN1C(=O)CCCc2ccccc21,-2.2,24,1,2,-9,-3,1,5,-24,1
Cc1ccc(C)c(OCc2ccc(C(=O)Nc3ccc([N+](=O)[O-])cn3)o2)c1,-0.4,1,-2,11,-13,-10,0,0,-1,-6
CC(=O)Nc1cc2c(c([N+](=O)[O-])c1C)C(C)(C)CC2(C)C,-3.0,5,-3,0,9,-2,5,3,-5,3
CC1(C)C(=O)Nc2ccccc2N1C(=O)COC(=O)Cc1ccc(Cl)c(Cl)c1,-3.7,5,-15,1,-14,9,-3,6,-5,-2
Cc1c(NC(=O)c2cc3nc(-c4ccc(Br)cc4)cc(C(F)(F)F)n3n2)c(=O)n(-c2ccccc2)n1C,0.5,-60,-3,1,-4,.,-1,2,60,-5
COc1cc(NC(=O)COC(=O)CCc2cc(OC)c(OC)c(OC)c2)cc(OC)c1,-0.7,-11,1,-1,-13,-12,-18,1,11,-3
CCN1CCN(C(=O)CN(c2ccc(F)cc2)S(=O)(=O)c2ccc(OC)c(OC)c2)CC1,2.0,19,-7,-3,-13,-3,-10,-5,-19,-3

# Arranged by value in MITF TRPM1 HTS (low to high): some entries from above.
SMILES	CDK5 p35 inh	SR-BI uptake up	dFosB activator	PvdQ inh	MITF TRPM1 HTS	Rtt109 HAT inh	SR-BI DiI inh	Wnt act
COc1cc(NC(=O)COC(=O)CCc2cc(OC)c(OC)c(OC)c2)cc(OC)c1	-0.7	-11	1	-13	-12	-18	11	-3
CCN1CCN(C(=O)CN(c2ccc(F)cc2)S(=O)(=O)c2ccc(OC)c(OC)c2)CC1	2.0	19	-7	-13	-3	-10	-19	-3
CC(=O)Nc1cc2c(c([N+](=O)[O-])c1C)C(C)(C)CC2(C)C	-3.0	5	-3	9	-2	5	-5	3

# Copied from the list.
# CDK5 p35 inh with `CCCN1CCN(C(=O)Cn2nc(C)n3c(cc4sccc43)c2=O)CC1` is entered as -0.8
# Rtt109 HAT inh with `CCOc1ccc(NS(=O)(=O)c2cc(NC(=O)C3CC3)ccc2C)cc1Br` is entered as -23
